JMJD2C inh = human JMJD2C demethylase inhibition. 330,000 tested, 0.069% active. GST-JMJD2C(1-420) H3K9me3 demethylation, DELFIA europium. Q9H3R0. inhibition, % at 2.35 µM. AID 2099;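 active means more than half of a compound's replicate wells show inhibition beyond 50%, single wells judged on their own value; inconclusive means some, but no more than half, of replicates pass 50% inhibition; inactive means no replicate passes 50% inhibition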;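 further: signal counts dimethyl H3K9 product captured on neutravidin plate; 0% = median of DMSO wells and 100% = 0.3 times that DMSO median; strong numbers were not always called active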
TPT1 inh = inhibitors of Candida albicans tRNA 2'-phosphotransferase TPT1; recombinant caTPT1, FP RNA substrate dephosphorylation; inhibition, % at 5 µM; 300,000 tested, 0.81% active; AID 1962;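 active means inhibition above the mean of all tested compounds plus 3 SD, set per screening campaign, cut at about 24% in these data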;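 further: plate controls were DMSO alone for no effect and ferristatin control at 100 nM for full effect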
PP5 primary = blocks human protein phosphatase 5 activity; inhibition, % at 6.7 µM; AID 1987; purified PP5c, OMFP substrate fluorescence; P53041; 320,000 tested, 0.18% active;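 active means inhibition above the campaign's mean inhibition across all tested compounds plus 3 SD, cut at about 9.5% in these data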;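 further: 0% = DMSO only and 100% = 100 µM cantharidin control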
Target sequence (P53041 whole entry, looked up): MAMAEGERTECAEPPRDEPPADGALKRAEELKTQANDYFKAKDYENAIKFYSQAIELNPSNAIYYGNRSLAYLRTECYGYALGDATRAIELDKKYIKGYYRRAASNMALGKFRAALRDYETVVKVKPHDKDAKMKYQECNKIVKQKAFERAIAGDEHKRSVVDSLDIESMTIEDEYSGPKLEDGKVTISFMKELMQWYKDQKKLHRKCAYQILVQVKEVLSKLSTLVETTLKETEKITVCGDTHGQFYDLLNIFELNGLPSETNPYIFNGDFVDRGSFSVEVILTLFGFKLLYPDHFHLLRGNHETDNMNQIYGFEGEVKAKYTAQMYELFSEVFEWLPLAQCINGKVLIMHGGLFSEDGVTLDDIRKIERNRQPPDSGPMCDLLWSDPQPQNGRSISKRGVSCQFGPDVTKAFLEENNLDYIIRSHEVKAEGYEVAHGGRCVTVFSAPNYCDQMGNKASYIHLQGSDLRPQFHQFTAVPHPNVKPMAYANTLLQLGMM
CTSL1 counter = cathepsin L1 inhibition, PFM18AAP counter-screen; 300,000 tested, 0.49% active; AID 1906; recombinant F. hepatica cathepsin L1, Z-Leu-Arg-MCA fluorescence; inhibition, % at 5.96 µM;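 active means inhibition above the mean of all tested compounds plus 3 SD, set per screening campaign, cut at about 17% in these data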;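 further: 0% = plate median of test compound wells and 100% = 1 µM Z-Phe-Ala-diazomethylketone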
ZTA DNA inh = ZTA (EBV) inhibition in EBNA-1 counter-screen. ZTA-DNA binding, fluorescence polarization. inhibition, % at 11 µM. 320,000 tested, 0.15% active. AID 2234; in the data active means inhibition above about 33%
Target sequence (P03206 whole entry, looked up): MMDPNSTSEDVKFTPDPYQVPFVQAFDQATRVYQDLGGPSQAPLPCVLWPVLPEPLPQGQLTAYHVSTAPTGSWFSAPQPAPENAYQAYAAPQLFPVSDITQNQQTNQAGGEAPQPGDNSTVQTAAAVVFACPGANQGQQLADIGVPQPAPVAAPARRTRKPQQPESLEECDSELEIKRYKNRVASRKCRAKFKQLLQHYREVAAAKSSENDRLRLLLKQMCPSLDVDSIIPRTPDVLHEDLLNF
HCV core dimer = blocks dimerization of HCV core protein | inhibition, % at 5 µM | TR-FRET GST/Flag-core106 dimerization, 1536-well | 300,000 tested, 0.33% active;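 active means inhibition above the mean of all tested compounds plus 3 SD, set per screening campaign, cut at about 45% in these data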
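Test system: GST/Flag-tagged HCV core106 proteins; Medium: KF-containing HEPES buffer, pH 7.45, DTT, CHAPS, BSA; Times: compound-protein-antibody incubation 4 h at 22.5 °C; Detection: TR-FRET 671 and 617 nm emission; Benchmarks: wells lacking GST-core106 and wells with excess unlabelled core106.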
EBNA-1 inhibitor = blocks EBNA-1 binding to DNA; 300,000 tested, 0.34% active; EBNA-1 DNA binding, fluorescence polarization; inhibition, % at 14.8 µM; in the data active means inhibition above about 28%
PP1 counter = PP1-alpha (human) inhibition in PP5 counter-screen; P62136; purified PP1alpha, OMFP fluorescence; inhibition, % at 6.7 µM; 320,000 tested, 0.9% active; AID 2235;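 active means inhibition above the mean inhibition of all tested compounds plus 3 SD, computed separately for each screening campaign, cut at about 15% in these data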
Target sequence (P62136 whole entry, looked up): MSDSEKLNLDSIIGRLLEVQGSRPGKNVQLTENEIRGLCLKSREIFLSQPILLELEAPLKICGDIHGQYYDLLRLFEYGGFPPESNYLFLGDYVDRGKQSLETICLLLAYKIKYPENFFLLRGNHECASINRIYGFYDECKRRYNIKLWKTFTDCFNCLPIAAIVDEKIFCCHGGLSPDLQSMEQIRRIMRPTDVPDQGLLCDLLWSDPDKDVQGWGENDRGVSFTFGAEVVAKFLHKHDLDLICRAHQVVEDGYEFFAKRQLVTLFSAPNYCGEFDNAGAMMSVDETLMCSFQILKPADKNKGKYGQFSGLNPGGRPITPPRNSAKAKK
Yeast superoxide = caloric restriction mimetics inhibiting age-related superoxide in yeast; superoxide response (% of plate mean), % at 10 µM; S. cerevisiae aged cells, superoxide DHE fluorescence; hits give low values; 330,000 tested, 0.18% active;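 active means superoxide response under a set limit, about three screen SD below normal, cut at about 65% in these data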;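 further: yeast aged for seven days with compound at 30 °C before DHE staining; 100% = average MFI of all compound-treated wells on the plate with controls excluded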
* marks the source's active call; other numbers are inactive results; i = inactive; ? = inconclusive; nt = no result given.

compound	EBNA-1 inhibitor	PP5 primary	TPT1 inh	PP1 counter	ZTA DNA inh	Yeast superoxide	JMJD2C inh	CTSL1 counter	HCV core dimer
O=C(O)CC1c2ccccc2CCN1S(=O)(=O)c1ccccc1 (configuration not stated)	-3.7	1.1	-2.5	-5.5	6.2	107.6	-14.4	-6.8	3.4
Oc1ccc(NC(=S)Nc2ccc(O)cc2)cc1	-10.0	-1.1	1.8	-3.7	-11.6	89.9	-4.6	-6.8	-0.6
CCOC(=O)c1[nH]c(C)c(C(=O)OCC(=O)N2CCc3ccccc32)c1C	16.9	1.1	0.4	1.1	23.6	93.7	-3.5	2.8	6.6
COC(=O)CC1=C(C(=O)OC)C(c2cccs2)C(C#N)=C(N)O1 (configuration not stated)	10.4	1.1	-3.9	-1.1	6.3	88.2	-12.8	2.5	-0.1
CS(=O)(=O)N(CC(=O)N1CCOCC1)c1cc(Cl)ccc1Cl	-9.3	0.1	2.4	-2.9	5.8	112.8	0.8	-2.9	-2.7
CN1CCN(CCP(=O)(c2ccccc2)c2ccccc2)CC1	1.4	2.3	-1.2	0.2	3.1	117.3	5.2	2.1	1.6
c1coc(-c2nn3c(-c4ccco4)nnc3s2)c1	-2.5	2.9	-0.5	6.8	-16.9	i	-24.1	5.2	10.1
N#CCSc1nnc(-c2ccccc2)c(-c2ccccc2)n1	5.0	0.3	-1.0	3.0	3.9	98.7	5.5	1.3	2.5
N/C(=N\OC(=O)CSc1ccccc1)c1ccc([N+](=O)[O-])cc1	-6.4	1.3	-1.5	1.1	-15.3	104.3	5.2	-43.8	-1.1
CCOC1=C/C(=C/c2c(N)n3nc(CC(=O)N4CCCCC4)sc3nc2=O)C=CC1=O	1.6	2.1	10.3	-0.6	2.1	100.9	-3.9	-4.1	-7.7
Cc1cc(NC(=O)c2cccc(F)c2)ncc1NC(=O)c1ccco1	-3.1	-1.7	-4.6	1.9	18.2	98.3	-5.6	0.0	-1.9
COc1ccccc1CN(C)C(=O)c1ccc2c(c1)NC(=O)CS2	-1.0	0.6	-3.4	0.6	14.1	107.5	6.5	0.0	-1.0
O=C(NCc1cccs1)C1CCC(CNS(=O)(=O)c2cccs2)CC1 (configuration not stated)	-12.1	4.0	6.7	-1.1	1.2	101.7	1.8	-2.8	-3.3
COCCN1CCN(C(=O)C2CCC(=O)N(Cc3ccccc3OC)C2)CC1 (configuration not stated)	0.9	0.7	-2.6	-5.0	-8.9	104.5	6.4	1.4	-3.4
O=S(=O)(Nc1ccccc1)c1cccc2nsnc12	-5.5	-0.1	-0.5	-2.2	-0.8	104.0	9.2	-0.4	20.4
COc1cc(C2C(C#N)=C(N)Oc3cc(C)n(CCN4CCOCC4)c(=O)c32)cc(OC)c1OC (configuration not stated)	1.7	-1.8	-1.3	-0.2	10.0	101.5	-24.8	1.2	-1.2
O=C(O)c1ccc2nc(-c3ccccc3)c(-c3ccccc3)nc2c1	6.0	1.4	-2.6	1.5	-8.7	106.1	1.2	-0.5	-2.3
COc1ccc(-c2cnnc(N/N=C/c3ccc(O)c(O)c3)n2)cc1	-5.7	3.0	2.5	0.4	-2.6	113.8	?	7.0	-16.1
CCCC(C)NC(=O)c1ccccc1SC (configuration not stated)	0.8	0.0	0.1	-6.5	6.8	108.0	5.0	-0.1	5.9
Cc1cc(C)nc(S/C=C/C(=O)c2ccc(F)cc2)n1	1.2	0.1	3.5	-5.0	0.0	92.8	11.0	-2.3	-0.1
Cc1c(O)ccc(C(=O)CN2CCN(c3ccccc3)CC2)c1O	-7.7	1.4	0.9	3.6	2.0	103.8	25.3	4.7	-0.2
O=C(C(c1ccccc1)c1ccccc1)N1CCN(c2ccccn2)CC1	-3.1	1.5	-3.1	1.2	-13.2	84.8	-2.2	-5.8	-2.6
O=C(CCNc1cccc(Cl)c1)c1ccco1	-3.7	5.5	-0.1	-0.2	1.6	126.6	11.1	-1.4	-3.5
CCc1nc2ccc(C(=O)NCCc3ccc(OC)cc3)cc2nc1CC	7.1	-1.4	0.1	-3.2	8.0	102.8	?	3.5	1.5
CC(C(=O)Nc1ccc2c(c1)OCCO2)c1ccc([N+](=O)[O-])cc1 (configuration not stated)	1.6	1.5	-2.3	0.4	-3.1	96.4	-16.3	0.0	3.3
CCOC(=O)c1ccc(N2C(=O)C=C(N3CCOCC3)C2=O)cc1	-8.7	3.5	-0.2	3.7	5.3	109.0	0.6	8.7	-1.1
CCOc1ccc(-c2[nH]ncc2-c2ccc(Cl)cc2)c(O)c1	4.2	8.9	-1.7	1.3	-5.4	108.8	-31.8	-3.2	1.6
Cc1ccc(C(=O)N(CC(=O)Nc2ccc(Cl)c(Cl)c2)Cc2ccco2)cc1	-6.2	4.5	3.2	2.4	-7.0	110.9	7.2	4.5	7.8
C/C(=N\NC(=O)c1ccc(CN2CCOCC2)cc1)c1ccc(NC(=O)c2ccccc2)cc1	0.8	0.6	-2.2	-2.7	1.0	93.3	7.6	1.9	4.0
N#CC1=C(N)OC2=C(CC/C2=C\c2ccccc2Cl)C1c1ccccc1Cl (configuration not stated)	1.1	3.7	67.0*	7.0	-0.6	114.3	5.6	2.4	14.8
CC(Oc1cc2oc(=O)c3c(c2cc1Cl)CCC3)C(=O)NCCN1CCOCC1 (configuration not stated)	-1.4	-0.5	-3.7	-4.9	9.7	325.0	-2.9	-1.6	7.3
CCCCOC(=O)Nc1cccc(C(C)=O)c1	-11.4	2.2	2.1	-5.6	4.9	114.1	-0.4	-1.7	-1.8
CC(=O)NC1C(=O)Nc2c1cccc2C(F)(F)F (configuration not stated)	10.7	-0.3	-3.3	-2.6	0.2	95.8	16.9	-2.1	-5.9
C=CCNc1nc(-c2sc(NC(=O)CC)nc2C)cs1	5.8	0.0	0.3	-3.7	-8.5	106.4	1.7	3.1	-10.2
COc1ccc(NC(=O)CSc2nc(N)c3cc4c(nc3n2)CC(C)(C)OC4)cc1	-3.4	3.0	-1.2	1.9	0.5	91.4	17.0	-2.2	0.0
Cc1ccccc1NC(=O)c1c(C)[nH]c(=S)c(C#N)c1-c1ccc(Cl)cc1	4.7	-1.5	30.1*	-5.5	3.4	91.3	-0.8	2.0	12.3
Cc1ccc(S(=O)(=O)N2CCC(C(N)=O)CC2)c(C)c1C	-9.8	2.3	1.2	-1.9	-3.4	118.5	-11.0	-3.9	0.6
COc1ccc(OC)c(NC(=O)CN2C(=O)c3ccccc3S2(=O)=O)c1	-3.9	0.4	-2.0	-4.1	4.6	103.3	-2.1	-0.5	2.1
CC(=O)c1c[nH]c(C(=O)NCC2CCCO2)c1 (configuration not stated)	9.5	-0.2	-2.6	-0.2	-16.6	93.0	-3.1	1.8	-5.0
Cc1ccccc1S(=O)(=O)Cc1ccc(C(=O)N2CCN(c3ncccn3)CC2)o1	-6.5	-1.9	-6.4	-0.6	-18.7	102.8	0.3	5.0	1.4
O=C(c1ccccc1F)N1CCN(Cc2ccccc2F)CC1	2.1	-0.4	2.5	-2.8	15.7	103.5	5.4	-2.9	1.7
CC1CC(C)CN(c2ccc(C(=O)OCC(=O)NC3CCCc4ccccc43)cc2[N+](=O)[O-])C1 (configuration not stated)	-1.0	1.6	3.0	-1.8	0.1	115.5	-7.4	-4.8	11.2
CCOc1ccc(NC(=O)CCC(=O)c2ccc(OC)cc2)cc1	5.1	2.6	4.9	2.0	3.5	99.1	7.7	-1.2	-0.8
O=C(NCCC1CCCCN1S(=O)(=O)c1ccc(Cl)cc1)C(=O)NCc1cccnc1 (configuration not stated)	-1.8	2.1	-0.9	52.3*	-1.1	95.3	8.2	4.1	-1.5
CCOCCCNC(=O)CCCOc1ccccc1	-11.2	1.0	-0.5	-6.5	-10.3	98.6	-9.4	-3.2	-2.8
CCC(=O)Nc1cccc(-c2nc3ccccc3o2)c1	-4.5	0.6	1.1	-3.4	-16.6	110.5	-25.9	2.8	6.7
COc1ccc(CCNCC(=O)N2C(C)CCCC2C)cc1OC (configuration not stated)	5.6	4.0	-8.7	-1.1	-3.4	101.0	1.5	-1.4	-1.7
O=C(CN1C(=O)S/C(=C\c2ccccc2F)C1=O)NCCCn1ccnc1	4.3	-0.3	1.2	-0.4	4.4	82.2	?	2.2	-3.0
C#Cc1ccc([C@@H]2C=C(C(=O)O)O[C@H](OCCCCO)C2)cc1	-5.6	1.3	3.9	2.0	6.4	108.2	-2.3	-0.1	-2.3
O=C1CCN(Cc2ccc(O)cc2)CCN1[C@H](CO)c1ccccc1	1.0	-5.9	3.5	-9.1	6.1	113.3	0.2	-5.1	-12.7
CC(C(=O)NC1CCCCCC1)c1ccc([N+](=O)[O-])cc1 (configuration not stated)	3.6	3.4	1.1	-0.8	-19.0	100.8	-2.3	0.0	-2.9
CCOC(=O)c1[nH]c(C)c(C(=O)NC2CCCCC2)c1C	-4.9	-0.9	-3.4	-1.6	0.2	103.3	-15.7	9.0	1.9
COc1ccccc1N1C[C@@H]2C[C@@H](c3ccco3)N3CCC[C@@]23C1=O	13.0	0.4	-1.3	-4.1	1.9	82.5	-25.8	1.6	0.6
c1coc(CNc2ncnc3nc[nH]c23)c1	-5.2	0.4	2.0	1.2	-1.5	95.8	3.7	0.3	4.9
O=C1CC(c2ccc(F)cc2)Sc2ccccc2N1 (configuration not stated)	12.1	-1.4	0.2	-1.7	6.0	112.4	-7.2	3.5	3.4
COc1cccc(C(=O)OCCCN(C)C)c1	7.6	0.1	-2.3	-3.3	2.6	95.1	-1.3	4.3	-4.3
O=C(CSc1ccccc1)N1CCN(S(=O)(=O)c2ccccc2)CC1	-4.6	1.6	2.7	-1.7	11.2	117.2	-4.5	-2.6	6.7
CC1CC(C)CN(C(=O)Cn2c(=O)n(CCCCC(=O)NC3CCCC3)c(=O)c3ccccc32)C1 (configuration not stated)	-0.6	1.7	6.1	-2.4	8.2	98.0	3.7	0.0	5.8
O=C(Nc1nnc(S(=O)(=O)Cc2ccc(F)cc2)s1)c1ccccc1F	-11.4	-2.1	4.3	-3.9	-0.1	208.8	3.0	-3.0	-0.2
Cc1cccc2cc(CN(CCCO)C(=O)Nc3ccccc3Cl)c(=O)[nH]c12	-5.7	-2.6	-1.7	-4.3	7.9	85.9	2.6	9.8	0.3
O=C(Nc1ccc(F)cc1F)c1cccc(S(=O)(=O)N2CCCCC2)c1	nt	-0.2	nt	-0.5	10.0	87.8	-1.5	nt	nt

Some of the entries so far, with each value named.
> C#Cc1ccc([C@@H]2C=C(C(=O)O)O[C@H](OCCCCO)C2)cc1
  EBNA-1 inhibitor: -5.6 | PP5 primary: 1.3 | TPT1 inh: 3.9 | PP1 counter: 2.0 | ZTA DNA inh: 6.4 | Yeast superoxide: 108.2 | JMJD2C inh: -2.3 | CTSL1 counter: -0.1 | HCV core dimer: -2.3

> O=C1CCN(Cc2ccc(O)cc2)CCN1[C@H](CO)c1ccccc1
  EBNA-1 inhibitor: 1.0 | PP5 primary: -5.9 | TPT1 inh: 3.5 | PP1 counter: -9.1 | ZTA DNA inh: 6.1 | Yeast superoxide: 113.3 | JMJD2C inh: 0.2 | CTSL1 counter: -5.1 | HCV core dimer: -12.7

> CC(C(=O)NC1CCCCCC1)c1ccc([N+](=O)[O-])cc1 (configuration not stated)
  EBNA-1 inhibitor: 3.6 | PP5 primary: 3.4 | TPT1 inh: 1.1 | PP1 counter: -0.8 | ZTA DNA inh: -19.0 | Yeast superoxide: 100.8 | JMJD2C inh: -2.3 | CTSL1 counter: 0.0 | HCV core dimer: -2.9

> CCOC(=O)c1[nH]c(C)c(C(=O)NC2CCCCC2)c1C
  EBNA-1 inhibitor: -4.9 | PP5 primary: -0.9 | TPT1 inh: -3.4 | PP1 counter: -1.6 | ZTA DNA inh: 0.2 | Yeast superoxide: 103.3 | JMJD2C inh: -15.7 | CTSL1 counter: 9.0 | HCV core dimer: 1.9
